AmpC inh det: Promiscuous and Specific Inhibitors of AmpC Beta-Lactamase (assay with detergent); 0.09% of 71,000 active; Potency, µM (doses to about 28.7 µM), for inactives: at the highest dose activity change, negative = inhibition; AID 584, 2007; purified AmpC, nitrocefin hydrolysis with detergent; active = well fitted curve in the direction sought with a large enough effect
Target sequence (P00811 whole entry, looked up): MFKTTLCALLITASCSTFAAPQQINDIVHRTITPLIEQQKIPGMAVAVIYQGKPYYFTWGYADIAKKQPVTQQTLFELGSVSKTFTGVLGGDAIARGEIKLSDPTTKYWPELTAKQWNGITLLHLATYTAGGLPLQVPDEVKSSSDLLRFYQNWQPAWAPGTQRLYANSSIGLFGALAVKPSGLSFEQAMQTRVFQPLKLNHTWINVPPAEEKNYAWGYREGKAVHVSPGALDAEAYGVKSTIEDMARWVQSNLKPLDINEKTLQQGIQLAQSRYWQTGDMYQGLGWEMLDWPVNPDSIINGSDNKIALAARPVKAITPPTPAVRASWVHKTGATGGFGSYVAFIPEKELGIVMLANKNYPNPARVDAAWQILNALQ
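E. coli AmpC (5.3 nM) in 20 mM phosphate pH 7.0 with 0.01% Triton X-100, preincubated 15 min RT with compound; nitrocefin (2 uL of 800 uM stock) hydrolysis followed by 480 nm absorbance every 20 s over 4 min.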
* = called active by the depositor; & = joins results of further samples; [ ] = remark or other dose. % is set by controls: 0 for no effect and ±100 for the full control effect; potency is the fitted concentration of half-maximal effect. A portion of the library; the hit share may differ from the screen's.

structure	AmpC inh det
CCN1C2=C(C(=O)CCC2)C(c2ccc(O)cc2)C2=C1CCCC2=O	-7%
COc1ccc(Cl)c(N2CCN(CCCNC(=O)Nc3ccc(C)cc3)CC2)c1	-2%
COc1cc2cc(C(c3nnnn3C3CCCC3)N(C)C3CCCCC3)c(=O)[nH]c2cc1OC (centres undefined)	-2%
O=C1CC(N2CCC(c3nc4ccccc4o3)CC2)C(=O)N1Cc1cccs1 (centres undefined)	-6%
COc1ccccc1NC(=O)Cn1cnc2sc(C(=O)NCc3ccco3)c(C)c2c1=O	-3%
COc1ccc(NC(=O)N2CCN(c3cccc(C(F)(F)F)c3)CC2)cc1	-3%
Cn1c(=O)[nH]c(=O)c2c1nc(Sc1nc3ccccc3s1)n2Cc1ccccc1	0%
CCOc1ccccc1Nc1nc2ccccc2n2cnnc12	-7%
CCOc1ccccc1N1CSC2=C(C#N)C(c3c(OC)ccc4ccccc34)CC(=O)N2C1 (centres undefined)	12%
CCCNS(=O)(=O)c1ccc(OCC(=O)N2CCC(C(=O)OCC)CC2)cc1	1%
COCCn1c(SCc2ccccc2Cl)nc2c1c(=O)[nH]c(=O)n2C	-3%
CCOC(=O)N1CCC(NC(=O)C2CCCN(C(=O)c3cc4sccc4n3C)C2)CC1 (centres undefined)	12%
Cn1nnnc1SCC(=O)N1c2ccccc2CCc2ccccc21	-4%
CCCn1c(SCC(=O)c2cc(OC)ccc2OC)nnc1-c1ccco1	11%
CC(=O)N1CCC(N2CCN(c3ccccc3F)CC2)CC1	6%

Following part
structure	AmpC inh det
OC1CCN(Cc2cccc(Oc3ccccc3)c2)CC1	-2%
CN1/C(=C\C(=O)Nc2cccnc2)c2ccccc2CC1(C)C	-4%
CC(C)C(C(=O)N1CCOCC1)N1C(=O)c2ccccc2C1=O (centres undefined)	-2%
C[N+](C)(C)Cc1ccccc1	4%
CCOC(=O)CSc1nnc(CNC(=O)c2cccs2)n1-c1ccccc1	11%
COc1ccc(-c2nn3c(-c4ccncc4)nnc3s2)cc1OC	-4%
Cc1cc(C)c2oc(=O)cc(CN3CCN(Cc4ccc5c(c4)OCO5)CC3)c2c1	-3%
Cc1ccc2c(CN3CCN(Cc4ccc5c(c4)OCO5)CC3)cc(=O)oc2c1C	-6%
CC1CCc2c(sc3ncnc(SCC(=O)N4CCN(C(=O)c5ccco5)CC4)c23)C1 (centres undefined)	-6%
O=C(CN1CCC(n2nnc3cc(F)ccc32)CC1)NC1CCCCC1	10%
CCOC(=O)c1oc2ccccc2c1NC(=O)C1CCCCC1	-3%
COc1ccc(C(=O)c2oc3ccc(Br)cc3c2NC(C)=O)cc1	-1%
COc1ccc2oc(C)c(NC(C)=O)c2c1	1%
COCCNC(=O)c1ccccc1NC(=O)COc1ccccc1	-4%
Cc1ccc(C)c(N2CCN(C(=O)C3CCN(S(=O)(=O)c4c(C)noc4C)CC3)CC2)c1	-3%

Some values from the list.
Value of `COc1ccc(C(=O)c2oc3ccc(Br)cc3c2NC(C)=O)cc1` under AmpC inh det: -1%
Value of `CCOC(=O)CSc1nnc(CNC(=O)c2cccs2)n1-c1ccccc1` under AmpC inh det: 11%
Value of `COc1ccc(-c2nn3c(-c4ccncc4)nnc3s2)cc1OC` under AmpC inh det: -4%

Remaining list, next part.
structure	AmpC inh det
COc1ccc(-c2nc3cnc(OC)nc3n(CCc3ccccc3)c2=O)cc1	-1%
O=C(OCn1nnc2ccccc2c1=O)c1ccc2ccccc2n1	24%
O=C(Nc1ccc2oc(=O)ccc2c1)c1cccnc1	0%
COC(=O)CCN(C(=O)c1ccc2c(c1)OCO2)c1ccccn1	-10%
CCn1cnc2cc(NCc3nc4ccccc4n3C)ccc21	-2%
Cc1onc(-c2ccccc2Cl)c1C(=O)Nc1ccc(OCC(=O)N2CCOCC2)cc1	0%
CCOc1c(Br)cc(C2NS(=O)(=O)N=C3CCCCCN32)cc1OC (centres undefined)	-2%
CC(=O)NCCNc1ncncc1-c1ccccc1C(F)(F)F	7%
O=C(c1cnccn1)N1CCC2(CC1)CCN(c1ccncc1)CC2	-3%
CCC1CCCCN1CCCNC(=O)Cn1nc(-c2ccc(C)cc2)ccc1=O (centres undefined)	-1%
COc1ccc(C(NC(=O)C(C)(C)C)NC(=O)C(C)(C)C)cc1	1%
CCN1CCN(C(=O)Nc2cccc(C(F)(F)F)c2)CC1	-3%
COc1cccc2cc(C(=O)NC3CC(C)(C)NC(C)(C)C3)c(=O)oc12	0%
O=C(c1nc2n(n1)C(c1ccc(Cl)cc1)C=C(c1ccccc1)N2)N1CCOCC1 (centres undefined)	1%
CCCCC(c1nnnn1CS(=O)(=O)c1ccc(C)cc1)N1CCN(c2ccccc2)CC1 (centres undefined)	0%

The list goes on:
structure	AmpC inh det
Cc1cc(NC(=O)COC(=O)COc2ccc(C(=O)c3ccccc3)cc2)no1	-4%
Cc1noc(C)c1S(=O)(=O)N(CC(=O)N1CCCC1)c1ccc(C(C)C)cc1	13%
CCOc1ccc(S(=O)(=O)Nc2ccccc2C(=O)NCC2CCCO2)cc1 (centres undefined)	-4%
O=C(CN1CCN(c2ccc(F)cc2)CC1)N1CCC(Cc2ccccc2)CC1	-6%
COc1cc(-c2nnc(-c3cccs3)o2)cc(OC)c1OC	8%
CC(=O)c1c(C)[nH]c(C(=O)OCC(=O)Nc2cc(C(F)(F)F)ccc2N2CCOCC2)c1C	-3%
COc1ccccc1N(CC(=O)Nc1ccc2c(c1)OCCO2)S(C)(=O)=O	9%
CC(=O)c1oc2ccccc2c1NC(=O)COC(=O)c1ccc(-n2nc(C)cc2C)cc1	0%
Cc1ccc(N)cc1C	5%
c1cc(CNc2ccc3c(c2)OCO3)ccn1	-1%
CCNC(=O)c1sc(-c2ccccc2)nc1C	-5%
CCOC(=O)C1CCCN(c2nc3ccccc3nc2C(C#N)C(=O)NCc2ccccc2)C1 (centres undefined)	0%
CCCCn1c(SCC(=O)c2ccc(OC)cc2OC)nc2cc(S(N)(=O)=O)ccc21	14%
O=c1c2cc(Cl)ccc2oc2nc3n(c(=O)c12)CCCS3	0%
CC(C)Cc1cc(C(=O)Nc2cc(Cl)ccc2Cl)no1	13%

Remaining list, next part.
structure	AmpC inh det
COc1cc(C)c(Cl)cc1S(=O)(=O)NCc1ccncc1	-3%
CCOCCCn1c(=S)[nH]c2cc(C(=O)NCCN(CC)CC)ccc2c1=O	1%
CSc1nc(C)c(Oc2ccccc2)c(=O)n1C	-6%
Cc1cc(C)n2nc(NCc3cccc(Br)c3)nc2n1	-2%
COc1ccc(OC)c(NC(=O)C2CCCN(S(=O)(=O)c3cccc4cccnc34)C2)c1 (centres undefined)	2%
COC(=O)c1cn(NC(=O)CC2CCCCC2)c(=O)c2ccccc12	1%
Fc1ccc(CNc2ccc(CNc3ncn[nH]3)cc2)cc1	-1%
O=C1CN(C(=O)CN2CCCCC2)C(c2ccccc2)c2cc(Br)ccc2N1 (centres undefined)	2%
CCOC(=O)c1ccc(NC(=O)CC2C(=O)N(c3cccc(OC)c3)C(=O)N2CCOC)cc1 (centres undefined)	-4%
Cc1nc2ccc(S(=O)(=O)NC(C(=O)N3CCCCCC3)C(C)C)cc2s1 (centres undefined)	2%
C=C(C)CSc1nncn1/N=C/c1ccc(OC)cc1	-4%
Cc1cc(C)nc(SCC(=O)Nc2ccc(N3CCOCC3)cc2)n1	-4%
CCCC(=O)NCCc1nc2ccccc2n1C	-1%
COCc1cc(=O)n2[nH]c(SC)nc2n1	1%
O=c1c2cnn(-c3ccccc3)c2ncn1Cc1cccc(Cl)c1	11%

Seven compounds out of the list, ordered by length of the SMILES, ascending:
structure	AmpC inh det
Cn1nnnc1SCC(=O)N1c2ccccc2CCc2ccccc21	-4%
O=C(c1cnccn1)N1CCC2(CC1)CCN(c1ccncc1)CC2	-3%
CCCn1c(SCC(=O)c2cc(OC)ccc2OC)nnc1-c1ccco1	11%
COCCn1c(SCc2ccccc2Cl)nc2c1c(=O)[nH]c(=O)n2C	-3%
CCCNS(=O)(=O)c1ccc(OCC(=O)N2CCC(C(=O)OCC)CC2)cc1	1%
COc1ccccc1NC(=O)Cn1cnc2sc(C(=O)NCc3ccco3)c(C)c2c1=O	-3%
O=C(c1nc2n(n1)C(c1ccc(Cl)cc1)C=C(c1ccccc1)N2)N1CCOCC1 (centres undefined)	1%

The list continues.
structure	AmpC inh det
CCOC(=O)c1c(/N=C/N(C)C)sc(C(=O)OC)c1C	-4%
COCCn1c(SCC(=O)Nc2ccc(S(=O)(=O)N3CCOCC3)cc2)nc2ccccc21	-1%
Cc1ccc(-n2nnnc2SCC(=O)NC(=O)Nc2ccc3c(c2)OCCO3)cc1	0%
O=C(C1CCCO1)N1CCN(c2ncccn2)CC1 (centres undefined)	-4%
O=C(Nc1ccccc1-c1nc2ccccc2o1)c1ccc2c(c1)OCCO2	5%
CN(C)c1ncc2nc(-c3cc(F)cc(F)c3)c(=O)n(Cc3cccs3)c2n1	6%
O=C(Cn1c(=O)oc2cc(S(=O)(=O)N3CCCC3)ccc21)N1CCN(c2ccccn2)CC1	14%
N#CCCn1c(=O)c(-c2ccccc2)nc2cnc(Oc3ccccc3)nc21	0%
Cc1nc2n(n1)CC(O)CS2 (centres undefined)	-5%
CC1CCCCN1CCNC(=O)CN1C(=O)COc2ccccc21 (centres undefined)	0%
O=C(Nc1ccc(Oc2ccc(Cl)cc2)cc1)c1ncn[nH]1	-2%
O=C(Nc1cccc(F)c1)N1CC2(CCN(C(=O)c3cc(C(F)(F)F)cc(C(F)(F)F)c3)CC2)C1	0%
O=C1CN(C(=O)c2ccc(Br)o2)C(c2ccc(F)cc2)c2cc(F)ccc2N1 (centres undefined)	0%
Cc1noc(C(=O)Nc2sc3c(c2C#N)CCC3)c1Cl	8%
COc1cc(-c2c(C#N)c(N)nc(SCc3ccncc3)c2C#N)cc(OC)c1OC	-1%

Next part.
structure	AmpC inh det
COC(=O)c1ccc(C2C(C(C)=O)=C(C)Nc3ncnn32)cc1 (centres undefined)	14%
CCCn1c(=N)n(CC(=O)c2ccco2)c2ccccc21	-3%
CN(C)c1ncc2nc(-c3cc(F)cc(F)c3)c(=O)n(Cc3ccc(F)cc3)c2n1	1%
COc1ccc(OC)c(NC(=O)c2ccc(NS(=O)(=O)c3c(C)noc3C)cc2)c1	-4%
O=C(c1ccncc1)N1CCN(C(=O)c2cccs2)CC1	-1%
O=C(Nc1ccc(N2CCOCC2)cc1)C1(S(=O)(=O)c2ccccc2)CC1	15%
CCCSCCCNC(=O)Cn1cc2c(n1)CCC(C)C2 (centres undefined)	2%
O=C1CCCCCC1C1(O)C(=O)Nc2ccc(Br)cc21 (centres undefined)	11%
O=C1C(Cl)=C(NCC2CCCO2)C(=O)N1c1ccccc1 (centres undefined)	10%
O=C(CSc1nccc(=O)[nH]1)N1c2ccccc2CCc2ccccc21	22%
c1coc(CNc2ncnc3nc[nH]c23)c1	12%
Cc1ccc(CNC(=O)c2cn(C3CCCCC3)c(=O)c3c2c2ccccc2n3C)o1	-5%
COc1ccc(C(c2nnnn2CC2CCCO2)N2CCN(c3cccc(C)c3C)CC2)cc1 (centres undefined)	-4%
C/C(Cl)=C/CN1C(=O)C2C3C=CC(C3)C2C1=O (centres undefined)	-3%
Cc1cc(C)nc(SCc2ccc(C(=O)O)o2)n1	-4%

Given as labelled records: entries from further up
> CN(C)c1ncc2nc(-c3cc(F)cc(F)c3)c(=O)n(Cc3ccc(F)cc3)c2n1
  AmpC inh det: 1%
> COc1ccc(OC)c(NC(=O)c2ccc(NS(=O)(=O)c3c(C)noc3C)cc2)c1
  AmpC inh det: -4%

The list goes on.
structure	AmpC inh det
CCOc1ccc(NC(=O)N(C2CCCCC2)C2CCN(C(C)=O)CC2)cc1	5%
COCCCNC(=O)c1cccc(C(=O)NCCCOC)c1	-1%
CCn1c(=O)cc(OCC(=O)NCCCN2CC(C)CC(C)C2)c2ccccc21 (centres undefined)	-5%
COc1ccc(C2C(C(C)=O)=C(O)C(=O)N2CCN(C)C)cc1OC (centres undefined)	3%
CC(C)OC(=O)C(C)(C)Oc1ccc(C(=O)c2ccc(Cl)cc2)cc1	-1%[12.8 µM]
Cc1onc(-c2ccccc2)c1C(=O)Nc1ccc2c(c1)OCO2	4%
N#Cc1ccc(-c2nnnn2-c2ccc3c(c2)OCO3)cc1	16%
CC(=O)C1=C(O)C(=O)N(Cc2ccco2)C1c1ccccc1 (centres undefined)	1%
Cc1nnc(SCC(=O)NCCOc2ccc(Cl)cc2)n1-c1ccccc1	-1%
CCOC(=O)c1[nH]c(C)c(C(=O)OCCN2C(=O)c3ccccc3C2=O)c1C	-7%
CN/C=C1\C(=O)C(C)(C)Oc2ccc3ccc(=O)oc3c21	9%
COCC(=O)N1CCC2(CC1)CN(c1ccncc1)C2	-3%
Cc1nn(-c2ccccn2)c2c1C(c1ccsc1)C1=C(CCCC1=O)N2 (centres undefined)	-4%
CCCn1c(=O)c2[nH]c(C3CCCC3)nc2n(CCC)c1=O	-1%&0%
COCCNc1cc(-c2ccccc2C(F)(F)F)ncn1	2%
COC(=O)COc1ccc(S(=O)(=O)NCc2ccco2)cc1Cl	-3%
COc1ccc(C(CC(=O)N2CCC3(CC2)OCCO3)NS(=O)(=O)c2ccc(F)cc2)cc1 (centres undefined)	-5%

Among those listed so far, these contain two or more sulfur atoms.
structure	AmpC inh det
Cn1c(=O)[nH]c(=O)c2c1nc(Sc1nc3ccccc3s1)n2Cc1ccccc1	0%
CCOC(=O)CSc1nnc(CNC(=O)c2cccs2)n1-c1ccccc1	11%
CC1CCc2c(sc3ncnc(SCC(=O)N4CCN(C(=O)c5ccco5)CC4)c23)C1 (centres undefined)	-6%
CCCCn1c(SCC(=O)c2ccc(OC)cc2OC)nc2cc(S(N)(=O)=O)ccc21	14%
Cc1nc2ccc(S(=O)(=O)NC(C(=O)N3CCCCCC3)C(C)C)cc2s1 (centres undefined)	2%
COCCn1c(SCC(=O)Nc2ccc(S(=O)(=O)N3CCOCC3)cc2)nc2ccccc21	-1%
